# SR-BI HDL uptake – inhibitors of mouse SR-BI mediated HDL lipid uptake. Q61009. actives 0.96% (n = 320,000). ldlA[mSR-BI] CHO cells, DiI-HDL uptake fluorescence, 3 h. inhibition, % at 12.5 µM;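 active means mean replicate inhibition of at least 70% and a set share of replicates each scoring 70 or more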;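 further: 0% = median of neutral control wells and 100% = median of positive control wells; values of inactives mirror those of a sister screen read the other way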
# DAGLB inh – diacylglycerol lipase beta (human) inhibition; inhibition, % at 5.17 µM; HEK293T DAGLB membrane lysate, EnzChek fluorogenic substrate; actives 0.059% (n = 340,000); Q8NCG7; in the data active means inhibition above about 34%;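 further: 0% = enzyme with vehicle and 100% = wells lacking enzyme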
# Target sequence (Q8NCG7 whole entry, looked up): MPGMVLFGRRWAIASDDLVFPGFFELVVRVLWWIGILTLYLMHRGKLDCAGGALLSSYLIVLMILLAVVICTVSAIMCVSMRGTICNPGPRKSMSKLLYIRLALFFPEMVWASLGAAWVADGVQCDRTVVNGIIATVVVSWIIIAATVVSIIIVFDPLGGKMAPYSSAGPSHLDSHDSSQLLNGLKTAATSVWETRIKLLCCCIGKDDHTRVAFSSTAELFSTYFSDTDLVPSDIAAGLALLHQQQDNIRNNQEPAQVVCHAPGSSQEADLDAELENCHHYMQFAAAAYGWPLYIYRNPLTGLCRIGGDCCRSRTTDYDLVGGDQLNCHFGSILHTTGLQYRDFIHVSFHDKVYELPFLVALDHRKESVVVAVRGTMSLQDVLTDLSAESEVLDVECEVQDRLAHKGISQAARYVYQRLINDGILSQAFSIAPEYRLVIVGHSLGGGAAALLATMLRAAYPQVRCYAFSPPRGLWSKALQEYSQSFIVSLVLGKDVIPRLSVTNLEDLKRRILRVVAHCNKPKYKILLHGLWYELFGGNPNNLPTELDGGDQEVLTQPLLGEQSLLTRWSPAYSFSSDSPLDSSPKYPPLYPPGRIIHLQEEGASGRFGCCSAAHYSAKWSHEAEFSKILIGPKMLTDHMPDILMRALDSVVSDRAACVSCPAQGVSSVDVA
# PvdQ acylase – P. aeruginosa PvdQ acylase inhibition; purified PvdQ acylase, fluorescence plate reader; inhibition, % at 10 µM; actives 0.063% (n = 340,000); AID 488965; in the data active means inhibition above about 30%, passing the limit was not always enough;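 further: 0% = vehicle neutral wells and 100% = reference inhibitor wells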
# Keap1-Nrf2 PPI – inhibitors of human Keap1-Nrf2 protein-protein interaction; actives 0.15% (n = 340,000); AID 504523; inhibition, % at 9.4 µM; Keap1 Kelch-Nrf2 peptide fluorescence polarization, 1536-well; in the data active means inhibition above about 12%;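 further: human Keap1 Kelch domain with fluorescein labeled Nrf2 9mer peptide probe; 0% = neutral control wells and 100% = peptide positive control; higher means more block of Keap1 binding to Nrf2 peptide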
# SR-BI DiI-HDL act – activators of SR-BI mediated HDL lipid uptake; CHO ldlA[mSR-BI] cells, DiI-HDL uptake fluorescence, 3 h; 100 = double the neutral-control signal; activation, % at 12.5 µM; actives 0.096% (n = 320,000); AID 504775;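 active means mean replicate activation of at least 60% and every replicate at or above 60%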;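 further: 0% = median plate neutral-control signal and 100% = twice that signal; values of inactives mirror those of a sister screen read the other way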
#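 material = CHO ldlA[mSR-BI] cells | medium = Ham's F12 with 0.5% BSA, HEPES 25 mM, pH 7.4 | reagent = fluorescent DiI-HDL, 10 µg/mL final | compound dosing = single-point compound dose | incubation = 3 h, 37 °C | measured by = bottom-read fluorescence, 550/595 nm | measure = HDL uptake via cellular fluorescence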
# Arr AP2 block – blocks beta-arrestin peptide binding to AP2 adaptin | FITC-arrestin peptide / GST-AP2 beads, flow cytometry; AP2 beta2 appendage carries R879A mutation | inhibition, % at 10 µM | actives 0.31% (n = 340,000);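 active means inhibition above a set limit, near 3 SD of compounds lacking own fluorescence, cut at about 54% in these data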;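 further: plate controls were DMSO wells for no effect and 5 µM unlabelled arrestin peptide for full effect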
#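 Material – GST-tagged AP2 beta2-adaptin appendage (R879A) on 4 µm glutathione beads · Probe or stimulus – fluorescein-tagged arrestin peptide at 50 nM final · Timing – 12 min plus 1 h, RT · Detection – bead flow cytometry, FITC channel · Read-out basis – inhibition as reduced fluorescein signal on beads, percent · Medium – PBS plus Tween 20 (0.05%) and BSA (0.1%)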
# Cardiac RTF inh – cardiac RTF calcium desensitization; inhibition, % at 7.15 µM; IANBD-labeled cardiac RTF, Ca2+ fluorescence; P19429+P45379; AID 493244; actives 0.12% (n = 340,000);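 active means inhibition above the mean inhibition of all tested compounds plus 3 SD, cut at about 17% in these data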;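 further: assay run at fixed EC70 calcium of 1.6 mM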
# NSD2 inh – inhibitors of human histone methyltransferase NSD2 | O96028 | NSD2 peptide methylation, AlphaScreen, 120 min | inhibition, % at 12.5 µM | actives 0.54% (n = 310,000) | AID 743445; in the data active means inhibition above about 50%
# LANA DNA inh – inhibitors of KSHV LANA C-terminal domain DNA binding; actives 0.078% (n = 340,000); MBP-C-LANA/FAM-LBS DNA binding, fluorescence polarization; inhibition, % at 9 µM;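 active means highest replicate inhibition at or above 60% at 9 µM, even if other replicates fall short; inactive means all replicates below 60% inhibition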;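 further: 0% = neutral control wells and 100% = 4 µM acridine orange control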
# PKA-R2B act – activators of human PKA-R2B complex | P22694+P31323 | AID 504700 | actives 0.079% (n = 340,000) | PKA-R2B holoenzyme dissociation, Cy5-IP20 fluorescence polarization; R2B truncated from residue 108, S112A mutant; 0% DMSO only, 100% 113 µM cGMP | activation, % at 11.4 µM;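 active means activation above a cutoff set at the mean over all compounds plus 3 SD, cut at about 18% in these data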;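 further: higher means more holoenzyme dissociation and a rise in polarization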
# Active calls of the source: *; · = no result given. Random draw from the library; any-hit rate near 2.1%.
SMILES,SR-BI HDL uptake,DAGLB inh,PvdQ acylase,Keap1-Nrf2 PPI,SR-BI DiI-HDL act,Arr AP2 block,Cardiac RTF inh,NSD2 inh,LANA DNA inh,PKA-R2B act
Cc1ccc(-n2c(SCC(=O)Nc3cccc(S(=O)(=O)NC4=NCCCCC4)c3)nc3ccccc3c2=O)cc1C,·,1,-6,-5,·,-1,-7,-2,-1.2,7
O=C(Nc1ccc(Cl)cc1)Nc1ccccc1NS(=O)(=O)c1cccs1,-15,0,-7,-4,15,-2,4,-1,-0.9,-10
O=C(NC(=S)Nc1ccccc1[N+](=O)[O-])c1ccco1,-3,2,-6,-5,3,-1,8,2,0.8,-10
CCOC(=O)NC(=O)/C(C#N)=C\Nc1ccc(Cl)cc1Cl,7,-1,5,-3,-7,35,13,-10,0.3,-2
COCCn1c(SCC(=O)NC(=O)NC2CCCCC2)nc2ccccc2c1=O,-18,0,-12,-5,18,1,1,0,-0.8,2
Cc1noc(NS(=O)(=O)c2ccc(N/C=C/C(=O)c3ccc4c(c3)OCO4)cc2)c1C,3,1,-7,-1,-3,-7,-4,·,0.3,-4
NCc1cccc(CNc2ccc([N+](=O)[O-])cc2C(N)=O)c1,0,-2,11,-7,0,5,-3,·,1.8,4
CCCCC(=O)N1CCCC(c2nc3c(nnn3Cc3cc(C)ccc3C)c(=O)[nH]2)C1 (centres undefined),9,1,-19,-1,-9,4,3,-4,0.6,-11
CCOC(=O)N1CCC(N2Cc3cccc(C(=O)N4CC(C)CC(C)C4)c3C2=O)CC1 (centres undefined),-22,0,-9,-3,22,-21,-1,-1,-1.1,-9
CCN(CC(=O)Nc1ccc(NC(C)=O)cc1)C(=O)C1COc2ccccc2O1 (centres undefined),17,0,0,-2,-17,19,-5,-4,1.1,-3
O=C(O)c1cccc(NC2=C(Cl)C(=O)c3ccccc3C2=O)c1,-29,4,5,-4,29,10,1,99*,1.5,22*
COc1cc2ccccc2cc1C(=O)NC(=S)Nc1cccc(C(=O)O)c1C,12,5,6,1,-12,28,2,·,-1.9,-14
N=C(N)SCP(=O)(c1ccccc1)c1ccccc1,2,-6,-1,-4,-2,13,-1,3,0.7,-9
Cc1nnc(-n2cnc3ccccc32)c2ccccc12,-26,0,-10,-2,26,7,-1,-1,-0.7,11
COc1cc(Cl)cc2c1Sc1ccccc1/C2=C/CCN(C)C,45,0,10,0,-20,-4,3,·,-1.1,-1
COc1ccc(/C=N/Nc2nc(=O)[nH]nc2C)cc1[N+](=O)[O-],27,-1,-4,-2,-27,6,6,1,1.3,2
Cc1nccn1S(=O)(=O)c1ccc(Br)cc1Br,8,2,-10,-2,-8,1,-22,1,0.9,-2
CCOCCn1c(SC(C)C(C)=O)nc2c1c(=O)[nH]c(=O)n2C (centres undefined),-8,0,3,-1,8,32,-1,2,4.5,-1
S=c1[nH]nc(CSc2nc3ccccc3s2)o1,-12,1,-3,-2,12,4,2,-1,2.6,2
CC1CCC/C(=N\NC(=O)c2ccncc2)C1 (centres undefined),-7,1,3,5,7,42,0,-2,1.1,3
O=C(Nc1ccc2c(c1)OCO2)c1ccc2nc[nH]c2c1,3,0,-15,-2,-3,5,-3,1,-1.1,3
CCc1ccccc1NC1c2ccccc2C(=O)N1c1cc(C)ccn1 (centres undefined),-21,-4,-17,-2,21,-2,-2,·,0.4,5
Cc1ccsc1C1C(C#N)=C(N)OC2=C1C(=O)CC(C)C2 (centres undefined),-13,-1,7,-2,13,13,-6,4,-1.7,-6
Cc1ccc(-c2nn(-c3ccc(F)cc3)cc2C(=O)NCC2CCCO2)cc1 (centres undefined),20,1,-4,-1,-20,-6,-5,6,-0.1,-18
O=C(CSc1ncccn1)N1CCC(Cc2ccccc2)CC1,14,-1,-12,-3,-14,0,-11,-3,0.7,-1
C[C@]12c3[nH]c4ccc(Cl)cc4c3CCN1C(=O)[C@@H](CC(=O)NCc1ccco1)C[C@@H]2C(=O)N1CCCCC1,18,1,-12,-6,-18,-2,-8,·,0.7,-2
COc1ccc(CN(C2CCCC2)S(=O)(=O)c2ccc(-n3cnnn3)c(OC)c2)cc1OC,51,-2,1,-4,-51,10,1,-2,1.6,2
CCOc1cc(N2CCOCC2)c(OCC)cc1NC(=O)CN1C(=O)NC(C)(c2ccc(OC)cc2)C1=O (centres undefined),-8,0,-16,-5,8,-1,-8,3,-0.2,-3
CCOc1ccc(Nc2ncnc3c2cnn3C)cc1,-9,1,-3,0,9,8,3,-1,-0.4,-6
Cc1ccc(-c2nn(-c3ccccc3)cc2C(=O)N2CCOCC2)cc1,11,-3,11,-4,-11,6,3,2,1.7,4
O=C1CCC([N+](=O)[O-])C(C2CC=CCC2)N1 (centres undefined),0,-4,8,-4,0,15,-5,-1,0.3,-10
C=CCOC(=O)C1=C[C@@H](c2ccc(Br)cc2)[C@H](CCCO)[C@@H](OCC)O1,12,0,-25,-1,-12,2,-1,·,-2.9,-9
O=C(COC(=O)CNC(=O)c1ccc(Cl)cc1Cl)NC(=O)NC1CCCCC1,-32,-1,-8,3,32,-6,-3,1,1.0,-4
O=C(NC(=S)NNC(=O)c1cccs1)c1ccco1,-9,-1,-7,1,9,-2,-3,-9,-1.3,-8
CCN(Cc1ccccc1)Cc1c(C)[nH]c2c(C)c(C)ccc2c1=O,-37,0,-5,-2,37,-1,-4,56*,1.5,-1
COc1ccc(C(=O)Nc2ccccc2C(=O)N/N=C/c2cccc3ccccc23)cc1,18,-11,2,-5,-18,18,-12,-2,0.7,3
CC(C)CCNc1nc2c(c(=O)[nH]c(=O)n2C)n1CC(O)COC(C)C (centres undefined),-17,3,-10,-7,17,-2,-11,9,1.7,5
COc1ccc(OC)c(S(=O)(=O)N2CCCC(C(=O)N3CCCC3)C2)c1 (centres undefined),-16,1,6,-4,16,9,-2,5,-0.2,-9
Cc1c(Cl)cccc1NC(=O)CNC(=O)c1ccccc1F,16,-3,-11,-4,-16,-4,3,-3,0.2,-11
COc1ccc(NC(=O)COC(=O)Cc2c(F)cccc2Cl)cc1OC,19,-6,-12,-4,-19,-1,-9,-1,2.2,4
CN(C(=O)c1ccc(Br)cc1)C1CCS(=O)(=O)C1 (centres undefined),2,0,-7,7,-2,-10,-19,·,-0.4,-6
N/C(=N\N=C/c1ccc(F)cc1)N/N=C\c1ccc(F)cc1,-5,3,-1,-8,5,-10,0,2,0.6,0
CCN(CC(=O)Nc1ccc(NC(C)=O)cc1)S(=O)(=O)/C=C/c1ccccc1,11,2,-12,-2,-11,-13,-3,0,0.6,5
Cc1nc(N2CCN(Cc3nc4ccccc4[nH]3)CC2)c2oc3ccccc3c2n1,-2,-2,-10,0,2,13,-8,0,-0.1,7
O=C(CN1C(=O)NC2(CCCC2)C1=O)OCc1cc(=O)n2cc(Br)ccc2n1,·,1,-24,-7,·,4,-7,·,-2.6,3
COc1ccc(S(N)(=O)=O)cc1C(=O)OCC1CCCCC1,·,-2,-14,-2,·,8,-3,10,-0.7,-12
CCOC(=O)C1=C(O)/C(=C\c2cc(C)n(-c3ccc(F)cc3)c2C)N=C1C,21,0,-7,-3,-21,6,-14,9,0.9,5
C=CCNS(=O)(=O)c1ccc(OC)c(C)c1,-11,3,-5,-3,11,-15,-7,10,1.0,6
Cn1c(=O)[nH]c(=O)c2c1nc(SCC(=O)O)n2CCOc1ccccc1,-11,-1,-10,5,11,-20,-4,1,-0.4,4
S=c1[nH]c(-c2ccccc2)cn1-c1ccccc1,-12,0,-7,4,12,3,-9,6,-0.7,3
CN(Cc1nc(CC2CC2)no1)CC12CC3CC(CC(C3)C1)C2,-26,-3,-14,-3,26,-4,-8,8,1.9,-2
O=C(NCc1cccc2[nH]ccc12)C1CCC(=O)N(CCc2ccc(Cl)cc2)C1 (centres undefined),2,1,-15,-8,-2,-2,-3,0,-0.2,3
COc1ccc(N2CCN(C(=O)CN(CCc3ccccc3)S(C)(=O)=O)CC2)cc1,37,-3,-13,6,-37,6,-7,1,0.1,-5
CCN(CC)S(=O)(=O)c1ccc(N2CCc3ccccc3C2)nc1,-1,-4,-19,-2,1,-1,-1,-7,-2.5,-6
CN(C)c1ccc(/C=N/OC(=O)Nc2ccccc2Cl)cc1,-32,-1,-1,4,32,-1,-6,0,0.5,3

# Ten structures already listed, ordered by length of the SMILES, falling.
SMILES,SR-BI HDL uptake,DAGLB inh,PvdQ acylase,Keap1-Nrf2 PPI,SR-BI DiI-HDL act,Arr AP2 block,Cardiac RTF inh,NSD2 inh,LANA DNA inh,PKA-R2B act
CCOC(=O)C1=C(O)/C(=C\c2cc(C)n(-c3ccc(F)cc3)c2C)N=C1C,21,0,-7,-3,-21,6,-14,9,0.9,5
CCN(CC(=O)Nc1ccc(NC(C)=O)cc1)S(=O)(=O)/C=C/c1ccccc1,11,2,-12,-2,-11,-13,-3,0,0.6,5
Cc1nc(N2CCN(Cc3nc4ccccc4[nH]3)CC2)c2oc3ccccc3c2n1,-2,-2,-10,0,2,13,-8,0,-0.1,7
Cn1c(=O)[nH]c(=O)c2c1nc(SCC(=O)O)n2CCOc1ccccc1,-11,-1,-10,5,11,-20,-4,1,-0.4,4
CN(Cc1nc(CC2CC2)no1)CC12CC3CC(CC(C3)C1)C2,-26,-3,-14,-3,26,-4,-8,8,1.9,-2
CCN(CC)S(=O)(=O)c1ccc(N2CCc3ccccc3C2)nc1,-1,-4,-19,-2,1,-1,-1,-7,-2.5,-6
CN(C)c1ccc(/C=N/OC(=O)Nc2ccccc2Cl)cc1,-32,-1,-1,4,32,-1,-6,0,0.5,3
CN(C(=O)c1ccc(Br)cc1)C1CCS(=O)(=O)C1 (centres undefined),2,0,-7,7,-2,-10,-19,·,-0.4,-6
S=c1[nH]c(-c2ccccc2)cn1-c1ccccc1,-12,0,-7,4,12,3,-9,6,-0.7,3
C=CCNS(=O)(=O)c1ccc(OC)c(C)c1,-11,3,-5,-3,11,-15,-7,10,1.0,6

# From PubChem BioAssay
